Screens (PubChem BioAssay)
RXFP1 antag: antagonists of human relaxin receptor RXFP1. Q9HBX9. HEK293-RXFP1, relaxin-stimulated cAMP HTRF, 30 min; active compounds read low. activity change, negative = inhibition, % at 57.5 µM. 350,000 compounds, 0.59% hits. AID 1259400;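 active = activity change of -60% or lower, but not beyond a set lower limit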; note: % is set by controls: 0 for no effect and ±100 for the full control effect
D1 antag: antagonists of human D1 dopamine receptor | P21728 | HEK293 TREx D1 cells, calcium flux, dopamine EC80; active compounds read low | activity change, negative = inhibition, % at 10 µM | 360,000 compounds, 3.2% hits | AID 504652; in the data active = activity change below about -30%; note: % is set by controls: 0 for no effect and ±100 for the full control effect
Target sequence (P21728 whole entry, looked up): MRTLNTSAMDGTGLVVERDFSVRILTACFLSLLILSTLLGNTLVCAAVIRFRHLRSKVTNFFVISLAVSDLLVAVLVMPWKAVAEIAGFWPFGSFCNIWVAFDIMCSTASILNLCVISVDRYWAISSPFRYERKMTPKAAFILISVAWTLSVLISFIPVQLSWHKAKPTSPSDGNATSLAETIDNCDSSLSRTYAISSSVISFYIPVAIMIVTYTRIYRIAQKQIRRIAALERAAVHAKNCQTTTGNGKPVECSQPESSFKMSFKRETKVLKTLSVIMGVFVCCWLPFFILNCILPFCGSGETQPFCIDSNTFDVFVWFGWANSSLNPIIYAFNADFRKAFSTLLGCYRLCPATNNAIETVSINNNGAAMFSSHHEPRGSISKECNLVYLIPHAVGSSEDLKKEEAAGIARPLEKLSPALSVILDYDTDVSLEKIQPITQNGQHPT
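Inducible Hek293 Trex D1 cells (tetracycline, overnight, 30 C). Calcium dye 30–90 min RT. Antagonist mode: EC80 dopamine added after 180 s compound read.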
D1 agonist: activates the human D1 dopamine receptor; activation, % at 2 µM; AID 504660; 360,000 compounds, 1% hits; HEK293 T-REx D1 cells, calcium flux, agonist mode; note: 0% is about no effect
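Tetracycline-induced HEK293 TREx D1 cells, force-coupled to calcium signalling, were dye-loaded with a no-wash calcium kit. Compound was pin-added after a 10 s baseline. Fluorescence was read kinetically at 1 cycle/s for 180 s, with calcium rises flagged as agonism.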
D2 agonist: agonists of human D2 dopamine receptor; P14416; HEK293 T-REx D2 cells, calcium flux agonist mode; activation, % at 2 µM; 340,000 compounds, 0.53% hits;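 active = activation over 3 SD above normal in the single-dose calcium agonist read, cut at about 30% in these data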; note: 0% is about no effect
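In this primary screen, compounds producing a positive calcium signal within 180 s of addition to tetracycline-induced, force-coupled HEK293 Trex D2 cells are flagged; cells are dye-loaded with a no-wash calcium kit beforehand.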
D2 antagonist: antagonizes the human D2 dopamine receptor. P14416. HEK293 TREx D2 cells, calcium flux, dopamine EC80. inhibition, % at 10 µM. 340,000 compounds, 2% hits. AID 485344; in the data active = inhibition above about 30%; note: 0% is about no effect
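Antagonism is scored as inhibition of an EC80 dopamine-evoked calcium signal in a force-coupled, tetracycline-inducible HEK293 T-REx D2 line, with compound present 180 s before agonist.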
TRHR agonist: agonists of human TRH receptor. 360,000 compounds, 0.18% hits. P34981. activation, % at 2 µM. AID 493084. TRHR cells, calcium flux fluo-8, FDSS agonist mode; note: 0% is about no effect
Target sequence (P34981 whole entry, looked up): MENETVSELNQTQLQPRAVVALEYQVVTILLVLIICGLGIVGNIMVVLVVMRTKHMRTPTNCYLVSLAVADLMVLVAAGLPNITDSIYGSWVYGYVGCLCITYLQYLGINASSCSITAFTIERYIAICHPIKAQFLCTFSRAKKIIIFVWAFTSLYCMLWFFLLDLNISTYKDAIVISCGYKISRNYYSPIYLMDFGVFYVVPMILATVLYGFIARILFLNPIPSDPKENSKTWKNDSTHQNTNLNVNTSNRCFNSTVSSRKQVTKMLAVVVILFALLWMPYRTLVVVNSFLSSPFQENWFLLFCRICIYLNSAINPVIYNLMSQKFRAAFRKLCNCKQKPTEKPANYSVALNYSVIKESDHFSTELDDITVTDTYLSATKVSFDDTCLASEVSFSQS
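Read-out: compound-evoked intracellular calcium rise in TRHR cells, fluo-8 dye, kinetic FDSS fluorescence at 1 s/cycle following a 10-cycle baseline. Cells cultured overnight before dye loading (30 min–1.5 h, RT).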
D2 potentiator: D2 dopamine receptor (human) potentiation. P14416. AID 485347. potentiation, % at 10 µM. 340,000 compounds, 0.34% hits. HEK293 T-REx D2, calcium flux, EC20 dopamine potentiation;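 active = potentiation over 3 SD above the plate norm, cut at about 30% in these data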; note: 0% is about no effect
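Primary screen. Calcium kinetics in induced HEK293 T-REx D2 cells: compound pre-addition 180 s, EC20 dopamine, 180 s more.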
TRHR enhancer: allosteric enhancers of human TRH receptor; P34981; TRHR cells, fluo-8 calcium fluorescence, EC20 TRH enhancement; enhancement, % at 2 µM; 360,000 compounds, 0.66% hits; in the data active = enhancement above about 30%; note: 0% is about no effect
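Enhancer read-out: after compound pinning and an initial kinetic agonist-mode read, an EC20 of TRH (10 nM final) was injected and fluo-8 calcium signal (Ex 480/Em 530) followed at 1 s/cycle for 100 cycles in TRHR-expressing cells.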
D1 potentiator: potentiators of human D1 dopamine receptor; P21728; HEK293 TREx D1 cells, calcium flux, dopamine EC20 potentiation; potentiation, % at 10 µM; 360,000 compounds, 0.036% hits; AID 504651; in the data active = potentiation above about 30%; note: 0% is about no effect
Starred values were filed as active, the others as inactive. Cut-off read from the data, not from the text of the source, unless noted: active = activation above about 30%; inactive = the rest.

CCOc1cc(C(=O)N2CCC(CC3CC(c4cccc(Br)c4)=NO3)(C(=O)NCC3CCCCC3)CC2)cc(OCC)c1OCC (stereo not drawn) was read as D1 antag 1, D1 agonist 2, D2 agonist 0.5, D2 antagonist 9, TRHR agonist 0.3, D2 potentiator 7, TRHR enhancer -6 and D1 potentiator 3.
CC1CCC(Nc2nc3c(-c4cccc(C(F)(F)F)c4)nnn3c3ccccc23)CC1 (stereo not drawn) was read as D1 antag -8, D1 agonist 1, TRHR agonist 0.2, D2 potentiator 21, TRHR enhancer -2 and D1 potentiator 4.
`Cc1ccc([N+](=O)[O-])c(OCC(=O)OCC(=O)c2ccccc2)c1` gave RXFP1 antag -9, D1 antag 14, D1 agonist 4, D2 agonist -1.4, D2 antagonist -11, TRHR agonist -1.6, D2 potentiator -3, TRHR enhancer 1 and D1 potentiator 0.
Cc1ccc2c(c1)c(=O)c(C(=O)c1ccc3c(c1)OCO3)cn2Cc1ccc(Cl)cc1 was read as RXFP1 antag -25, D1 antag -30, D1 agonist 8, D2 agonist 0.4, TRHR agonist 1.4, D2 potentiator 0, TRHR enhancer -2 and D1 potentiator -5.
For CC1C(=O)N2CCCc3cc(NC(=O)C(=O)NCc4cccnc4)cc1c32 (stereo not drawn) the results were RXFP1 antag -6, D1 antag 12, D1 agonist 0, D2 agonist 0.6, D2 antagonist -2, TRHR agonist -0.1, D2 potentiator -2, TRHR enhancer 0 and D1 potentiator -7.
For CCOC(=O)C1CCN(S(=O)(=O)CCNC(=O)c2ccc3c(c2)OCO3)CC1 the results were RXFP1 antag 6, D1 antag 6, D1 agonist 0, D2 agonist -1.9, D2 antagonist 1, TRHR agonist -0.2, D2 potentiator 13, TRHR enhancer 5 and D1 potentiator -7.
For O=C(c1cnc2nc3ccccc3n2c1)c1cc(F)ccc1O the results were RXFP1 antag -12, D1 antag 17, D1 agonist 17, D2 agonist 2.7, D2 antagonist 4, TRHR agonist 7.2, D2 potentiator 15, TRHR enhancer 0 and D1 potentiator 6.
COc1ccc(-c2nn(-c3ccccc3)cc2CNCCN2CCOC2=O)c(F)c1 was read as RXFP1 antag -30, D1 antag -12, D1 agonist 2, D2 agonist -2.1, D2 antagonist 9, TRHR agonist -0.8, D2 potentiator -6, TRHR enhancer -5 and D1 potentiator -4.
For C=COCCCNc1ncnc2sc(-c3ccccc3)cc12 the results were RXFP1 antag -40, D1 antag -29, D1 agonist 5, D2 agonist -0.2, D2 antagonist -1, TRHR agonist -0.5, D2 potentiator -17, TRHR enhancer 1 and D1 potentiator -6.
For COC(=O)C1CCN(C(=O)CCCOc2ccccc2)CC1 the results were RXFP1 antag -15, D1 antag 9, D1 agonist 1, D2 agonist 0.2, D2 antagonist 6, TRHR agonist -0.1, D2 potentiator 2, TRHR enhancer -7 and D1 potentiator 8.
For O=C(Nc1ccc(N2CCOCC2)c(Cl)c1)c1ccc([N+](=O)[O-])o1 the results were RXFP1 antag 0, D1 antag 0, D1 agonist 1, D2 agonist -0.1, D2 antagonist 2, TRHR agonist 0.5, D2 potentiator 5, TRHR enhancer 1 and D1 potentiator -4.
O=C(O)CCc1ccc(-c2ccccc2)n1NC(=O)c1cccs1 was read as RXFP1 antag 3, D1 antag -11, D1 agonist 0, D2 agonist 1.1, D2 antagonist 11, TRHR agonist 0.4, D2 potentiator -1, TRHR enhancer -4 and D1 potentiator -6.
`O=C(c1nc2ccccn2c1CNCCCn1ncc2ccccc21)N1CCOCC1` gave RXFP1 antag 3, D1 antag -42*, D1 agonist 0, D2 agonist -0.1, D2 antagonist -6, TRHR agonist 0.4, D2 potentiator -8, TRHR enhancer 1 and D1 potentiator -3.
For COc1cc(CN2CCc3nc(Nc4ccc5c(c4)OCCO5)ncc3C2)cc(OC)c1OC the results were RXFP1 antag -9, D1 antag -6, D1 agonist -1, D2 agonist 1.7, TRHR agonist -0.5, D2 potentiator 11, TRHR enhancer -6 and D1 potentiator 0.
`Cc1ccc(C(=O)NCCc2nnc3ccc(SCC(=O)Nc4ccccc4C)nn23)cc1` gave RXFP1 antag -10, D1 antag -11, D1 agonist 1, D2 agonist 0.3, D2 antagonist 41*, TRHR agonist -0.6, D2 potentiator 3, TRHR enhancer 2 and D1 potentiator -2.
For CCC(C)(C)C1CCC(=NNC(=O)c2ccoc2C)CC1 (stereo not drawn) the results were RXFP1 antag -11, D1 antag -1, D1 agonist 4, D2 agonist -0.6, D2 antagonist -4, TRHR agonist -1.0, D2 potentiator 3, TRHR enhancer 14 and D1 potentiator -4.
CCC(C)[C@H]1CNC(=O)C(=O)N1CCCc1cc(OC)c(OC)c(OC)c1 (stereo partly drawn) was read as D1 antag -24, D1 agonist 2, D2 agonist 0.1, D2 antagonist -15, TRHR agonist 0.5, D2 potentiator -5, TRHR enhancer -2 and D1 potentiator -5.
CC(C)(C)c1ccc(S(=O)(=O)Nc2ccc(O)c(Sc3nc4ccccc4s3)c2)cc1 was read as RXFP1 antag -31, D1 antag 5, D1 agonist 2, D2 agonist -1.5, TRHR agonist -0.6, D2 potentiator -17, TRHR enhancer -2 and D1 potentiator 2.
Screening CCOC(=O)c1nnn(CC(=O)Nc2cc(Cl)ccc2C)c1C(=O)OCC returned RXFP1 antag 7, D1 antag 0, D1 agonist 13, D2 agonist 1.4, D2 antagonist -17, TRHR agonist 2.6, D2 potentiator -8, TRHR enhancer 5 and D1 potentiator -2.
For O=C(CN1CCN(Cc2ccccc2)C1=O)NCCCN1CCOCC1 the results were D1 antag -8, D1 agonist 2, D2 agonist -0.2, D2 antagonist 23, TRHR agonist 0.5, D2 potentiator -5 and TRHR enhancer 2.

In the list so far, two contain a thiophene ring, fused or not:
For C=COCCCNc1ncnc2sc(-c3ccccc3)cc12 the results were RXFP1 antag -40, D1 antag -29, D1 agonist 5, D2 agonist -0.2, D2 antagonist -1, TRHR agonist -0.5, D2 potentiator -17, TRHR enhancer 1 and D1 potentiator -6.
O=C(O)CCc1ccc(-c2ccccc2)n1NC(=O)c1cccs1 was read as RXFP1 antag 3, D1 antag -11, D1 agonist 0, D2 agonist 1.1, D2 antagonist 11, TRHR agonist 0.4, D2 potentiator -1, TRHR enhancer -4 and D1 potentiator -6.

Back to the main list, repeating the 2 entries before the break.
Screening CCOC(=O)c1nnn(CC(=O)Nc2cc(Cl)ccc2C)c1C(=O)OCC returned RXFP1 antag 7, D1 antag 0, D1 agonist 13, D2 agonist 1.4, D2 antagonist -17, TRHR agonist 2.6, D2 potentiator -8, TRHR enhancer 5 and D1 potentiator -2.
For O=C(CN1CCN(Cc2ccccc2)C1=O)NCCCN1CCOCC1 the results were D1 antag -8, D1 agonist 2, D2 agonist -0.2, D2 antagonist 23, TRHR agonist 0.5, D2 potentiator -5 and TRHR enhancer 2.
Screening CCC(C)(C)NC(=O)C(c1cccnc1)N(C(=O)c1csnn1)c1ccc(C)cc1 (stereo not drawn) returned RXFP1 antag 4, D1 antag -29, D1 agonist 4, D2 agonist -1.6, D2 antagonist 1, TRHR agonist -0.2, D2 potentiator 0, TRHR enhancer 6 and D1 potentiator -2.
For CCOc1ccc(C(=O)Nc2ncn[nH]2)cc1 the results were RXFP1 antag -1, D1 antag 5, D1 agonist 0, D2 agonist 0.4, D2 antagonist -8, TRHR agonist -0.1, D2 potentiator -1, TRHR enhancer 5 and D1 potentiator 1.
COC(=O)CN1C(=O)Nc2ccc(Br)cc2C1c1ccccc1 (stereo not drawn) was read as RXFP1 antag 7, D1 antag 24, D1 agonist 0, D2 agonist 0.2, D2 antagonist -7, TRHR agonist 0.3, D2 potentiator -10, TRHR enhancer -5 and D1 potentiator -1.
NC(=O)NC(=O)CSc1nc2sc(-c3ccccc3)cc2c(=O)n1-c1ccccc1 was read as RXFP1 antag 2, D1 antag -16, D1 agonist 3, D2 agonist 0.0, D2 antagonist 1, TRHR agonist 0.0, D2 potentiator -1, TRHR enhancer 5 and D1 potentiator -1.
Cc1nc(-c2cccc(S(=O)(=O)N3CCOCC3)c2)cs1 was read as RXFP1 antag 18, D1 antag -9, D1 agonist 0, D2 agonist 0.2, D2 antagonist 35*, TRHR agonist -0.1, D2 potentiator 14, TRHR enhancer -2 and D1 potentiator 1.
Screening O=C(OCC(=O)N1CCN(c2ccccc2)CC1)c1ccncc1 returned RXFP1 antag -2, D1 antag -5, D1 agonist 1, D2 agonist 0.1, D2 antagonist 4, TRHR agonist 0.8, D2 potentiator -7, TRHR enhancer 13 and D1 potentiator -1.
Screening CCc1ccc(OCc2nnc(NC(=O)c3cccs3)s2)cc1 returned RXFP1 antag -5, D1 antag -8, D1 agonist 7, D2 agonist 0.9, D2 antagonist -7, TRHR agonist 1.6, D2 potentiator -1, TRHR enhancer -6 and D1 potentiator -2.
`CNC(=O)NNC(=O)c1nc(-c2ccccc2)c(C)o1` gave RXFP1 antag -17, D1 antag -14, D1 agonist 3, D2 agonist -0.1, D2 antagonist -4, TRHR agonist 0.0, D2 potentiator -1, TRHR enhancer 7 and D1 potentiator -1.
`N/C(=N\OC(=O)CCCc1ccccc1)c1ccccn1` gave RXFP1 antag 1, D1 antag -3, D1 agonist 1, D2 agonist -0.1, D2 antagonist -3, TRHR agonist -0.7, D2 potentiator 18, TRHR enhancer 2 and D1 potentiator 3.
C#CCOC(=O)CCCNc1ccc([N+](=O)[O-])cc1[N+](=O)[O-] was read as RXFP1 antag 9, D1 antag -9, D1 agonist 10, D2 agonist -0.2, D2 antagonist 10, TRHR agonist -1.0, D2 potentiator 5, TRHR enhancer 1 and D1 potentiator -1.
Cc1ccc2cc(NC(=O)Cc3ccccc3)ccc2n1 was read as D1 antag -7, D1 agonist 1, D2 agonist -2.0, D2 antagonist 1, TRHR agonist 0.2, D2 potentiator -9, TRHR enhancer 3 and D1 potentiator 2.
Screening COc1ccc(N2C(=O)C3CCCN3C2c2ccccc2)cc1 (stereo not drawn) returned RXFP1 antag -8, D1 antag 8, D1 agonist 1, D2 agonist 0.8, D2 antagonist 7, TRHR agonist 0.6, D2 potentiator -4, TRHR enhancer 0 and D1 potentiator 1.
For CCOc1ccc(NC(=O)N(Cc2cn(CC)c3ccccc23)C2CCCCCC2)cc1 the results were RXFP1 antag -10, D1 antag -16, D1 agonist 30, D2 agonist -0.4, TRHR agonist -1.7, D2 potentiator 16, TRHR enhancer -5 and D1 potentiator -1.
COc1ccc(-c2cn3c(n2)sc2cc(C(=O)Nc4ccc(C)c(Cl)c4)ccc23)cc1 was read as RXFP1 antag 5, D1 antag 3, D1 agonist 1, D2 agonist 0.8, TRHR agonist -0.3, D2 potentiator 4, TRHR enhancer 5 and D1 potentiator 7.
`N#C/C(=C(/O)COc1ccccc1)c1nc2ccccc2s1` gave RXFP1 antag -14, D1 antag -42*, D1 agonist 21, D2 agonist 3.2, D2 antagonist -20, TRHR agonist 2.0, D2 potentiator 2, TRHR enhancer -1 and D1 potentiator -2.
`Cc1ccc(NC(=O)CSc2ccccc2NC(=O)c2ccccc2Cl)cc1Cl` gave RXFP1 antag 0, D1 antag -5, D1 agonist 6, D2 agonist -0.5, D2 antagonist -4, TRHR agonist 0.5, D2 potentiator -8, TRHR enhancer -10 and D1 potentiator -7.
